# DENV2 CPE rescue = protects cells from dengue virus 2 cytopathic effect; DENV2-infected cells, cytopathic effect rescue, plate reader; CPE inhibition, % at 9.99 µM; 350,000 tested, 1.7% active; in the data active = CPE inhibition above about 20%, passing the limit was not always enough; inconclusive = no clear call, values can overlap the other calls; tested in BHK-21 cells;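 also: 0% = median of neutral control wells and 100% = median of positive control wells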
# LGR2 antag = blocks bursicon-induced cAMP signaling via Drosophila LGR2 | HEK293 LGR2, CRE-luciferase, bursicon-stimulated, 4 h | AID 720647 | inhibition, % at 9.99 µM | 380,000 tested, 0.35% active;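 active = drop in luminescence signal, shown as inhibition above about 50% in the replicate tests, limit read from the data, passing the limit was not always enough; inconclusive = probably only some replicates passing the limit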;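 also: agonist challenge used bursicon conditioned medium at about half maximal strength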
# EWS-Fli block = blocks EWS/Fli oncoprotein-driven transcription; inhibition, % at 12.6 µM; 350,000 tested, 0.67% active; A673 NR0B1-luciferase reporter, viability-normalised;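 active = mean inhibition of at least 50% after viability correction, with every replicate also passing that limit; inconclusive = mean reaches 50% but only one of two replicates passes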;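 also: firefly luciferase signal divided by Alamar Blue viability fluorescence both relative to DMSO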
# CASP6 VEID inh = inhibitors of human caspase-6 | P55212 | purified caspase-6, Z-VEID-R110 cleavage fluorescence | inhibition, % at 12.5 µM | 350,000 tested, 0.53% active;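 active = mean inhibition across replicates at least about 35%, with every replicate also reaching that limit, limit read from the data; inconclusive = only one of the two criteria met; inactive = neither criterion met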;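 also: 0% = median of neutral control wells and 100% = no fluorescence left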
# Target sequence (P55212 24-179 limits assumed): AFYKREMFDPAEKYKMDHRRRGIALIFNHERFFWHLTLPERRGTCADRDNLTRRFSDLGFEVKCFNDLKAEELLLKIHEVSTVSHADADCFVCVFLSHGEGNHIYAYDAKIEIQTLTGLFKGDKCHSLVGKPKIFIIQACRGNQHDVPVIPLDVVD
# Target sequence (P55212 194-293 limits assumed): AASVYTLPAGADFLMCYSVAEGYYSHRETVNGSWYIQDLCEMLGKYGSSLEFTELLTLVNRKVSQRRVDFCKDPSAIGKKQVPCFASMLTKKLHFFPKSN
# SIRT5 inh = blocks human SIRT5 desuccinylation of peptide; Q9NXA8; AID 652115; inhibition, % at 15 µM; Purified SirT5, succinyl-peptide AMC, trypsin-coupled fluorescence; 330,000 tested, 1.1% active; in the data active = inhibition above about 15%; inconclusive = no clear call, values can overlap the other calls
# Target sequence (Q9NXA8 whole entry, looked up): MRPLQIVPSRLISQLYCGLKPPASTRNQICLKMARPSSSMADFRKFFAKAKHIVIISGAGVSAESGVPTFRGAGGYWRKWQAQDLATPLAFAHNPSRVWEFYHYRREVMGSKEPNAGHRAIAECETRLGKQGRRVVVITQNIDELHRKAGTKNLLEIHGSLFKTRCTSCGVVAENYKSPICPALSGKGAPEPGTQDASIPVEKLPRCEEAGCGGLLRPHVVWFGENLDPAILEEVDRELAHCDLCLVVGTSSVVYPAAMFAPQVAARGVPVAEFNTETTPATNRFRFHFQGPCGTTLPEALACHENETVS
# ARNT-TACC3 inh = disrupts binding between human ARNT and TACC3. AlphaScreen His-ARNT PAS-B/GST-TACC3 binding, luminescence; TACC3 fragment carries E629A point mutation. 390,000 tested, 0.66% active. inhibition, % at 9.99 µM;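 active = mean inhibition of replicates at least 50% and at least half of replicates each reaching 50%; inconclusive = half or more replicates reach 50% but mean below 50%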;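 also: 0% = complete ARNT plus TACC3 wells and 100% = ARNT alone without TACC3; many hits fall short of the cut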
# PAX8 inh HTS = inhibitors of PAX8 transcriptional activity in RMG-I cells. 360,000 tested, 1.2% active. inhibition, % at 12.6 µM. RMG-I TPO-luciferase reporter, SteadyGlo, 24 h. AID 652154;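 active = mean replicate inhibition at least 60% with every replicate also reaching 60%; inconclusive = only one of the two criteria is met; inactive = mean below 60% and not all replicates reaching 60%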;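 also: luciferase light reporting Pax8 driven TPO promoter activity; plate controls were median of neutral control wells for no effect and mitoxantrone controls for full effect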
# Active calls of the source: *; u = inconclusive; x = not tested or not shown; & = joins results of further samples.
Compound,DENV2 CPE rescue,LGR2 antag,EWS-Fli block,CASP6 VEID inh,SIRT5 inh,ARNT-TACC3 inh,PAX8 inh HTS
Cc1ccc(S(=O)(=O)N2CC3C(=O)C[C@@H](c4ccccc4)N(S(=O)(=O)c4ccccc4Cl)C3CC2c2ccccc2)cc1 (some centres undefined),-7,7,11,-3,-12,x,4
Cc1csc(CN(C)C(=O)C2CCC(=O)N(CCCc3ccccc3)C2)n1 (centres undefined),8,-1,1,-2,-4,-2,-2
O=C(CCn1nnc2ccccc21)OCC(=O)c1ccc(F)cc1,-2,6,4,2,-3,-7,-6
COc1cc(C=O)ccc1Oc1cnccn1,0,4,0,3,2,x,-5
COc1ccc(S(=O)(=O)Nc2ccc3c(c2)CC(=O)N([C@H](C)CO)C[C@H](C)[C@H](CN(C)Cc2ccc(-c4ccccc4)cc2)O3)cc1,11,16,9,0,12,-1,17
CCOc1ccc(S(=O)(=O)N2CCN(CCNS(=O)(=O)c3ccc(C)cc3)CC2)cc1,-7,11,8,1,-7,0,11
CCCc1nc2nc(C)c(NS(=O)(=O)c3ccc4c(c3)CCCC4)c(=O)n2[nH]1,-10,19,-1,5,0,-6,-12
Cc1cc(C)c2nc(NC(=O)c3ccc([N+](=O)[O-])o3)sc2c1,2,-2,-45,-2,-1,-2,-28
CCc1cccc(NC(=O)COC(=O)C2COc3ccccc3O2)c1 (centres undefined),3,-6,4,-1,-2,x,3
C=COCCNC(=O)Nc1ccc(Cl)c(Cl)c1,1,-25,-30,0,-2,-3,x
Cc1ccc(C(=O)C[n+]2cc(-c3ccccc3)n3c2CCCCC3)cc1,x,5,31,-5,-1,-2&0,31
CCn1nnc(NC(=O)c2ccc([N+](=O)[O-])o2)n1,-7,20,8,2,x,-67,34
CC(=O)N1[C@H](CO)[C@H](c2ccc(C3=CCCC3)cc2)C12CN(C(=O)C1CC1)C2,-1,1,2,0,-4,x,-7
CCOc1ccc(Nc2nc3ccccc3n3nnnc23)cc1,1,-37,-38,0,x,-8,-110
Cc1ccc(C(=O)N2CCCC(CCC(=O)N3CCN(c4ccccn4)CC3)C2)s1 (centres undefined),x,-2,3,1,-7,2,9
CN(CCc1ccccc1)C(=O)c1ccc(NC(=O)Cc2cccc(NC(=O)C3CCN(C(=O)C4CC4)CC3)c2)cc1,-2,-6,6,6,3,18,9
CCOC(=O)[C@]12CCC=C1N(Cc1cccc3ccccc13)C(=O)[C@H](CC(=O)NCc1ccccc1)C2,-1,1,0,-1,-3,x,4
COc1ccc2[nH]c(=O)c(CN(CCO)C(=O)c3ccccc3F)cc2c1,x,-14,x,2,-10,-3,x
Cc1ccc(NC(=O)C2CCN(S(=O)(=O)c3ccc4c(c3)NC(=O)C(C)S4)CC2)cc1Cl (centres undefined),13,28,x,1,0,0,43
Cn1cnc(S(=O)(=O)N[C@@H]2C=C[C@@H](CC(=O)NCC3CC3)O[C@H]2CO)c1,u,4,-15,1,6,x,-15
O=C(NCc1ccccc1F)c1cc(=O)[nH]c2ccccc12,-2,5,13,-1,-1,-4,-3
CC(C)NC(=O)N1[C@@H]2CNC[C@H]1C2c1ccc(-c2ccc(C#N)cc2)cc1 (some centres undefined),1,17,x,2,-4,x,x
COc1ccc([N+](=O)[O-])cc1NC(=O)C(C)N1CCN(C(=O)c2ccco2)CC1 (centres undefined),-5,-11,9,4,0,-1,16
C[C@H](CO)N1C[C@H](C)[C@H](CN(C)S(=O)(=O)c2ccc(Cl)cc2)OCCCC[C@H](C)Oc2ccc(NC(=O)Nc3cccc4ccccc34)cc2C1=O,-2,4,-9,1,11,-6,5
C[C@H]1CN([C@@H](C)CO)S(=O)(=O)c2ccc(-c3cccc(C(=O)N(C)C)c3)cc2O[C@@H]1CN(C)C(=O)Nc1ccc(F)cc1,-2,3,0,0,3,11,x
CCC(=O)Nc1ccc2c(c1)OC[C@H](C)N(C(=O)C1CCC1)C[C@@H](C)[C@@H](OC)CN(C)C2=O,-6,18,3,-3,-6,-8,-8
COc1ccc(NC(=O)Nc2ccc3c(c2)C(=O)N([C@@H](C)CO)C[C@H](C)[C@H](CN(C)Cc2ccc(C(=O)O)cc2)O3)cc1,5,-7,-14,-5,-2,-5,x
CCCNC(=O)[C@H]1[C@H](CO)[C@H]2Cn3c(ccc(-c4ccc(OC)cc4)c3=O)[C@H]2N1CCC,13,4,0,4,16*,-3,x
CC(C(=O)NCc1ccco1)n1cc([N+](=O)[O-])cn1 (centres undefined),-5,14,-4,5,-3,-6,-10
Cc1ccc(N=C2NC(=O)/C(=C\c3ccco3)S2)cc1,x,-90,x,x,x,3,-42
CCC(=O)Nc1ccc(C(=O)NNC(=O)C(c2ccccc2)c2ccccc2)cc1,x,-6,x,x,x,1,17
Cc1ccc(N(C(=O)CNC(=O)c2ccco2)C(C(=O)NC2CCCCC2)c2cccnc2)cc1F (centres undefined),-3,10,8,-1,4,0,14
COCCNC(=O)C[C@@H]1CC[C@@H]2[C@@H](COc3ccc(NC(=O)Nc4cccc(F)c4)cc3C(=O)N2C)O1,-5,-5,-5,2,0,1,-1
Cc1ccc(-c2ccc3c(c2)O[C@H](CN(C)C(=O)NC(C)C)[C@H](C)CN([C@H](C)CO)S3(=O)=O)cc1,6,16,14,0,0,1,4
O=C(NN1C(=O)NC2(CCCCC2)C1=O)c1cccs1,-1,-9,-1,2,0,x,-7
COCOCCn1cc(CN2CCS(=O)(=O)N(Cc3ccc(-c4ccncc4)cc3)C(C(C)C)C2=O)nn1 (centres undefined),-5,17,-1,-1,x,x,12
CC(C)(C)OC(=O)C[C@@H]1C/C=C\C[C@H](CC(=O)N[C@H](CO)Cc2ccccc2)C(=O)N[C@@H](Cc2c[nH]c3ccccc23)COC1=O,-8,4,1,3,-2,9,-8
O=C(C[C@H]1CC[C@@H]2[C@H](COC[C@@H](O)CN2C(=O)Nc2ccc(F)cc2)O1)NCC1CC1,6,-5,x,-2,0,9,x
COc1ccc(NC(=O)N(C)C[C@H]2Oc3ccc(NC(=O)c4ccncc4)cc3CC(=O)N([C@@H](C)CO)C[C@@H]2C)cc1,12,-17,-9,0,4,0,-25
CSC1=NCCN1C(=O)c1ccc(C)cc1,-1,-6,0,-2,-1,-7,7
O=C(NNC(=O)c1ccccc1O)c1ccc(Cl)c(S(=O)(=O)N2CCc3ccccc32)c1,-11,19,11,16,15,13,48
O=C1[C@H](Cc2ccccc2)NCCCC[C@H](c2ccco2)N1Cc1ccccc1,-5,17,19,3,1,-7,2
O=C(c1cnn(C(=O)c2ccco2)c1)c1ccccc1O,-4,21,11,-5,-1,-4,-18
COCC(=O)N1[C@H](C#N)[C@H](c2ccc(C3=CCCCC3)cc2)[C@@H]1CO,-15,9,-18,3,-5,-2,3
CCCOc1ccc(NC(=O)CC2C(=O)N(CC)C(=S)N2CCNC(C)=O)cc1 (centres undefined),x,-8,x,x,x,-4,18
Cc1cc(C)cc(N(CC(=O)NCc2ccco2)S(=O)(=O)c2c(C)noc2C)c1,41*,-4,-1,4,x,3,5
C[C@@H]1CCCCO[C@H](CN(C)C(=O)CCCN(C)C)[C@@H](C)CN([C@@H](C)CO)C(=O)c2cc(N(C)C)ccc2O1,7,-1,-3,1,16*,18,2
Cc1cccc([N+](=O)[O-])c1NC(=O)CSc1nnc2ccccn12,-4,9,-6,2,-2,-1,-11
COc1ccc(C(=O)CSc2nnc(-c3ccco3)n2C)cc1,-1,-3,-5,3,4,-2,x
CCOC(=O)c1c(S(=O)(=O)NCc2ccc(C)o2)c(C)n(C)c1C,u,13,x,0,4,x,-13
CCCCc1c(-c2ccc(Cl)cc2)ncn1CCc1ccccc1OC,13,15,17,-1,0,x,33
CCC(=O)Nc1ccc2c(c1)OC[C@H](C)N(Cc1nccs1)C[C@H](C)[C@@H](OC)CN(C)C2=O,3,5,5,-6,9,-3,-10
COc1ccc(CN2C[C@H](C)[C@H](OC)CN(C)C(=O)c3cc(NC(=O)c4nc5ccccc5s4)ccc3OC[C@@H]2C)cc1,22*,-28,6,0,x,13,-4
Cc1c(Cl)cccc1NC(=O)c1ncn[nH]1,-6,-1,4,3,-6,73*,18
C/C=C/c1ccc2c(c1)O[C@H](CN(C)C(=O)NC1CCCC1)[C@@H](C)CN([C@@H](C)CO)S2(=O)=O,-9,-6,3,2,-2,-4,4
CNc1cc(-c2cccc(N(C)C)c2)ncn1,-5,-31,-94,-7,x,x,-192
COCC(=O)N1[C@H](CO)[C@H](c2ccccc2-c2ccccc2F)[C@@H]1C#N,0,7,5,0,1,x,x
CC(C)(C)OC(=O)C[C@@H]1C/C=C\C[C@@H](CC(=O)N(CCO)Cc2ccccc2)C(=O)N[C@@H](c2ccccc2)COC1=O,-3,-20,0,1,-2,3,-10
COc1ccc(C2N(C(=O)CN3CCCC3)CCCN2S(=O)(=O)c2ccccc2)cc1 (centres undefined),-7,2,4,-5,-4,-24,15
O=C(COC(=O)COc1ccc(Cl)cc1Cl)NC1CCCC1,-8,-5,-7,8,7,-6,-6

# A different layout for some results above:
CCCCc1c(-c2ccc(Cl)cc2)ncn1CCc1ccccc1OC
- DENV2 CPE rescue: 13
- LGR2 antag: 15
- EWS-Fli block: 17
- CASP6 VEID inh: -1
- SIRT5 inh: 0
- ARNT-TACC3 inh: x
- PAX8 inh HTS: 33

CCC(=O)Nc1ccc2c(c1)OC[C@H](C)N(Cc1nccs1)C[C@H](C)[C@@H](OC)CN(C)C2=O
- DENV2 CPE rescue: 3
- LGR2 antag: 5
- EWS-Fli block: 5
- CASP6 VEID inh: -6
- SIRT5 inh: 9
- ARNT-TACC3 inh: -3
- PAX8 inh HTS: -10

COc1ccc(CN2C[C@H](C)[C@H](OC)CN(C)C(=O)c3cc(NC(=O)c4nc5ccccc5s4)ccc3OC[C@@H]2C)cc1
- DENV2 CPE rescue: 22*
- LGR2 antag: -28
- EWS-Fli block: 6
- CASP6 VEID inh: 0
- SIRT5 inh: x
- ARNT-TACC3 inh: 13
- PAX8 inh HTS: -4

# Further records follow:
Compound,DENV2 CPE rescue,LGR2 antag,EWS-Fli block,CASP6 VEID inh,SIRT5 inh,ARNT-TACC3 inh,PAX8 inh HTS
COC(=O)C1=C(NC(=O)c2ccccc2[N+](=O)[O-])CCS1,u,-10,3,2,-1,2,4
CC(=O)Nc1nnc(-c2c(-c3c(Cl)cccc3Cl)noc2C)o1,15,-1,17,0,0,-4,0
CCOC(=O)C1CCCN(c2cc(=O)n(-c3ccccc3Cl)c(=O)[nH]2)C1 (centres undefined),4,8,2,2,0,-1,-7
CCCC(C)c1nnc(NC(=O)C(=O)OCC)s1 (centres undefined),x,-10,-3,4,-3,-21,1
COc1cccc(NC(=O)C2(C)CCN2CCc2ccccc2)c1 (centres undefined),-3,0,-3,0,x,x,-9
Cc1ccc(S(C)(=O)=NC(=O)c2cc(C)on2)cc1 (centres undefined),-1,7,5,0,-4,-2,2
CCCNC(=O)C[C@H]1CC[C@H]2[C@@H](COC[C@H](O)CN2C(=O)Nc2ccccc2OC)O1,21*,5,4,-2,3,-13,-38
CCCc1nnc(NC(=O)CCC(=O)N2CCN(C3c4ccccc4-c4ccccc43)CC2)s1,12,5,-9,-5,0,-8,-5
O=C(NC[C@@H]1[C@H](c2ccccc2)[C@H](CO)N1C(=O)Cc1cccnc1)C1CCC1,-3,1,5,x,x,-3,-4
O=C(NCc1ccccc1C(F)(F)F)C1CC(c2ccccc2C(F)(F)F)=NO1 (centres undefined),x,-8,-2,x,x,1,9
Cc1ccc(S(=O)(=O)N2CCN(c3cnn(-c4ccccc4)c(=O)c3Cl)CC2)cc1,x,-1,x,x,x,-3,-13
O=C(NCCCO)C(=O)NCC(c1ccc2c(c1)OCO2)N1CCN(c2ccc(F)cc2)CC1 (centres undefined),0,-12,-1,-3,2,-5,13
COc1ccc(NC(=S)N(CCc2c(C)[nH]c3ccccc23)Cc2cccnc2)cc1,4,4,-3,-2,x,3,-6
C[C@@H]1CN([C@H](C)CO)C(=O)c2ccccc2-c2ccccc2CO[C@H]1CN(C)C(=O)Nc1ccccc1,1,-4,2,0,-3,-9,x
Cc1cccc(C=Nc2ccccc2C(N)=O)c1,-4,-47,28,-8,-6,-2,x
